Screens as filed in PubChem.
Caspase-1 inhib – allosteric or competitive inhibitors of human caspase-1. Caspase-1 enzyme, Ac-WEHD-AFC fluorogenic rate. Potency, µM (top dose mostly 57.5 µM), for inactives: top-dose activity change, negative = inhibition, usual class: inhibitors. P29466. actives 0.03% (n = 75,000);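 note: potency is the fitted concentration of half-maximal effect; plate controls were vehicle for no effect and no substrate for full effect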
Fluorescein fluor – fluorescein region autofluorescence | Compound autofluorescence, 480/540 nm, fluorescein-equivalent; stronger effect = higher value | max fluorescein-equivalent concentration, M | actives 0.91% (n = 59,000); in the data active = max fluorescein-equivalent concentration above about 10 nM; inconclusive = between about 1.1 nM and that limit
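Values reflect compound autofluorescence, normalized to fluorescein on the same plate and reported at each tested concentration. Conditions: 100 mM Tris pH 8.0, room temperature, 15 min, excitation 480 nm, emission 540 nm.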
Texas Red fluor – compound fluoresces in the Texas Red spectral region; Compound fluorescence, Texas Red channel, 547/618 nm; stronger effect = higher value; max dye-equivalent concentration, M; actives 0.06% (n = 59,000); in the data active = max dye-equivalent concentration above about 10 nM; inconclusive = between about 1.1 nM and that limit
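qHTS profiling of intrinsic compound fluorescence; 100 mM Tris pH 8.0; 15 min RT; ex 547 / em 618 nm; response expressed as Texas Red dye-equivalent concentration from six-point plate standard.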
A350 autofl – A350 region autofluorescence | Compound autofluorescence, 340/450 nm, Alexa 350 dye-equivalents; stronger effect = higher value | max dye-equivalent concentration, M | actives 11% (n = 59,000) | AID 590; in the data active = max dye-equivalent concentration above about 10 nM; inconclusive = mostly about 1.1 nM to 9.6 nM
BRCT PPI red – BRCT-phosphoprotein interaction inhibition (red fluorophore). P38398. BRCT-phosphopeptide binding, red fluorescence polarization. Potency, µM (series often up to 76.9 µM), without a hit: top-dose activity change, negative = inhibition, usual class: inhibitors. actives 0.03% (n = 75,000). AID 892; note: % is set by controls: 0 for no effect and ±100 for the full control effect
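Fluorescence polarization: 100 nM His-tagged BRCA1 BRCT with 100 nM TAMRA-labelled phospho-BACH1 decapeptide, phosphate buffer pH 7.3 with 150 mM NaCl, DTT, 0.01% Tween 20; 12 min RT. Binding inhibition seen as FP decrease.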
4-MU autofl – compound fluoresces in the 4-MU spectral region; compound autofluorescence, 340/450 nm, 4-MU equivalents; stronger effect = higher value; max dye-equivalent concentration, M; actives 11% (n = 59,000); AID 589; in the data active = max dye-equivalent concentration above about 10 nM; inconclusive = mostly about 1.1 nM to 9.6 nM
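Compounds in 100 mM Tris, pH 8.0, sat 15 min at room temperature before fluorescence was read at 340 nm excitation/450 nm emission; a per-plate six-point 4-MU standard curve converted signals to dye-equivalent concentration at each compound concentration.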
Casp7 inh – allosteric or competitive inhibitors of human caspase-7; Potency, µM (top dose mostly 57.5 µM), for inactives: at the top dose activity change, negative = inhibition, actives largely listed as inhibitors; actives 0.02% (n = 75,000); recombinant caspase-7, Ac-DEVD-AFC fluorescence rate; P55210; AID 889; active = well fitted inhibition curve with a large enough effect in the main read-out, with a control signal flat, not every such curve was filed as active; inconclusive = small, poorly fitted or top-dose-only effect, or a change in a side signal; note: potency is the fitted concentration of half-maximal effect; % of control where 0% means no effect
BRCT PPI green – blocks human BRCA1 BRCT binding to phosphopeptide, green readout. P38398. BRCA1 BRCT-phosphopeptide binding, green fluorescence polarization. Potency, µM (highest dose often 76.9 µM), for inactives: top-dose activity change, negative = inhibition, actives largely listed as inhibitors. actives 0.05% (n = 75,000). AID 875;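 note: potency is the fitted concentration of half-maximal effect; plate controls were peptide without protein for full effect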
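Compounds were incubated for 12 min at room temperature with a complex of 100 nM fluorescein-tagged pBACH1 decapeptide and 250 nM His-tagged BRCT protein. Buffer was phosphate pH 7.3 with EDTA, DTT and Tween 20. Disruption of binding lowers the polarization signal.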
Rhodamine fluor – compound autofluorescence in rhodamine spectral region. Rhodamine-region fluorescence, 547/598 nm, Tris buffer; stronger effect = higher value. max dye-equivalent concentration, M. actives 0.05% (n = 59,000); in the data active = max dye-equivalent concentration above about 11 nM; inconclusive = between about 1.1 nM and that limit
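qHTS spectral profiling of compounds without any target or enzyme present, in pH 8.0 Tris buffer; plates were read after a 15-minute room-temperature incubation using the rhodamine-region filter set.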
USP2a inh – blocks human ubiquitin-specific protease USP2a; O75604; USP2a enzymatic assay, qHTS inhibition; Potency, µM (series often up to 38.3 µM), without a hit: at the highest dose activity change, negative = inhibition, actives largely listed as inhibitors; actives 0.1% (n = 60,000); AID 927;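 note: potency is the fitted concentration of half-maximal effect; nearly all actives have a fitted effect of over 60% in size; plate controls were DMSO for no effect and NEM full inhibition control for full effect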
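Coupled readout: USP2-cleaved Ub-PLA2 (20nM final) turns over NBD C6-HPC (20uM final), Ex 460nm/Em 535nm after 2.5 h, time-zero read flagging artifacts. Enzyme (20nM final, pH 8.0 Tris) given 30 min RT with compound first; NEM defines full inhibition.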
HEK293 cAMP cs – counter-screen for TSHR agonists: cAMP increase in parental HEK293. parental HEK293 CNG cAMP sensor, membrane potential fluorescence. Potency, µM (series often up to 57.1 µM), for the others: top-dose activation, usual class: activators. actives 2.5% (n = 73,000); note: potency is the fitted concentration of half-maximal effect; % of control where 0% means no effect; nearly all actives have a fitted effect of over 55% in size
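Parental HEK 293 cells stably expressing a cAMP-gated CNG channel were loaded with membrane potential dye containing 100 uM RO 20-1724 for 60 min. Compound added for 30 min; depolarization read as fluorescence intensity at 590 nm.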
* hit, by the source's call; i = inactive; ? = inconclusive; · = no result given; [ ] = dose if it differs, or a comment. Unless noted, calls come from the whole dose curve; as a rule, active = well fitted curve in the direction sought with a large enough effect; inconclusive = small, poorly fitted or top-dose-only effect, or another doubt; inactive = no such curve, though single readings can be large; an effect the other way counts as inactive or inconclusive.

SMILES	Caspase-1 inhib	Fluorescein fluor	Texas Red fluor	A350 autofl	BRCT PPI red	4-MU autofl	Casp7 inh	BRCT PPI green	Rhodamine fluor	USP2a inh	HEK293 cAMP cs
CCC1Oc2ccccc2N(CC(=O)NCCCN2CCCCC2CC)C1=O (stereo unspecified)	-3%	?	i	?	0.1%	?	-2%	-2.1%	i	-10%	5%
CC1CCCC(NC(=O)CSc2nnc(N)s2)C1C (stereo unspecified)	2%	?	i	i	-0.2%	i	?	-1.7%	i	-6%	12%
COc1cc(OC)cc(C(=O)Nc2ccccc2NC(C)=O)c1	1%	·	·	·	0.0%	·	-1%	-1.9%	·	-1%	13%
O=[n+]1c2c(n([O-])c3cc(Br)ccc31)CCC2	-9%	i	i	?	-1.5%	?	?	-1.5%	i	19%	3%
COC(=O)c1cccc(NC(=O)c2nn(C)c(=O)c3ccccc23)c1	-1%	?	i	i	0.1%	i	1%	1.2%	i	12%	?
CCn1cc(S(=O)(=O)CC(=O)Nc2ccc3c(c2)OCCO3)c2ccccc21	-1%	i	i	i	0.4%	i	-4%	0.8%	i	28%	5%
COc1cccc(C(=O)OCn2nnc3ccccc3c2=O)c1OC	-4%	·	·	·	1.3%	·	-4%	-0.9%	·	·	?
CC(C)(C)c1cc(NC(=O)COC(=O)c2ccc3c(=O)n4c(nc3c2)CCC4)n(-c2ccccc2)n1	-1%	i	i	i	0.7%	i	-1%	-1.5%	i	32%[activator]	8%
CN(C)CCN1C(=O)C(=O)/C(=C(/O)c2ccc(F)cc2)C1c1ccccc1F (stereo unspecified)	-3%	·	·	·	0.3%	·	1%	-0.5%	·	-3%	2%
O=C(c1cc(C(F)(F)F)cc(C(F)(F)F)c1)N1CCC2(CC1)CN(c1ncccn1)C2	-2%	i	i	i	-0.2%	i	0%	-1.3%	i	61%[activator]	-2%
CCCC(=O)Nc1nc2ccc(NC(=O)c3ccc(Br)o3)cc2s1	-5%	?	i	?	-0.5%	?	-4%	3.1%	i	22%	3%
CC1CCC(C(C)C)C(OC(=O)CSc2n[nH]c(=O)[nH]c2=O)C1 (stereo unspecified)	0%	i	i	i	-1.5%	i	0%	-1.5%	i	?	18%
Cc1cccc(-c2c3c(=O)n(C)c(=O)n(C)c3c3cccnn23)c1	-1%	1.1e-08M*	i	i	-1.9%	i	-3%	-3.9%	i	66%[activator]	-1%
COc1ccccc1NC(=O)CSc1ccc2nnc(-c3cccnc3)n2n1	-9%	·	·	·	1.4%	·	2%	0.3%	·	·	7%
COc1ncnc2sc3c(c12)CCCC3	-4%	·	·	·	2.8%	·	-1%	2.1%	·	·	14%
Cc1cc2ncn(C(=O)N3CCOCC3)c2cc1C	-3%	·	·	·	0.5%	·	1%	-0.5%	·	3%	-4%
COc1ccc(OC)c(S(=O)(=O)N2CCC(C(=O)NCCC3=CCCCC3)CC2)c1	-9%	?	i	i	1.1%	i	-1%	-1.4%	i	39%[activator]	24%
Cc1cc(N)c2ccccc2[n+]1CCCCCCCCCCCCCC[n+]1c(C)cc(N)c2ccccc21	6%	?	i	?	0.7%	?	-3%	4.5%	i	16µM*	-21%
CC(C)c1nnc(NC(=O)CSc2ncn[nH]2)s1	-4%	·	·	·	-0.6%	·	2%	-1.7%	·	1%	9%
O=C(Nc1ccc(C(=O)N2CCCC2)cc1)c1ccccc1F	-1%	i	i	i	-0.8%	i	4%	0.2%	i	-4%	-2%
COc1ccc2cc(CCNC(=O)C(C)(C)C)c(=O)[nH]c2c1	4%	·	·	·	-1.5%	·	2%	5.3%	·	·	?
CC(=O)Nc1ccn(-c2ccccc2)n1	0%	?	i	i	-0.5%	i	-3%	-2.4%	i	13%	8%
CCCCn1c(=O)n(CC(=O)NCc2ccc(C)cc2)c(=O)c2c1nc(CO)n2CCC	-2%	?	i	i	-3.9%	i	-3%	-4.8%	i	9%	-5%
OC[C@H]1O[C@H](n2cnc3c(NC4CCCC4)nc(Cl)nc32)[C@@H](O)[C@@H]1O	3%	·	·	·	2.5%	·	-2%	-1.5%	·	·	6%
CCCCNC(=O)CS(=O)Cc1nc(-c2ccc(C)cc2)oc1C (stereo unspecified)	-1%	·	·	·	0.8%	·	0%	-1.6%	·	·	?

10 compounds already listed, ordered by length of the SMILES, smallest number first.
SMILES	Caspase-1 inhib	Fluorescein fluor	Texas Red fluor	A350 autofl	BRCT PPI red	4-MU autofl	Casp7 inh	BRCT PPI green	Rhodamine fluor	USP2a inh	HEK293 cAMP cs
COc1ncnc2sc3c(c12)CCCC3	-4%	·	·	·	2.8%	·	-1%	2.1%	·	·	14%
O=C(Nc1ccc(C(=O)N2CCCC2)cc1)c1ccccc1F	-1%	i	i	i	-0.8%	i	4%	0.2%	i	-4%	-2%
CCC1Oc2ccccc2N(CC(=O)NCCCN2CCCCC2CC)C1=O (stereo unspecified)	-3%	?	i	?	0.1%	?	-2%	-2.1%	i	-10%	5%
COc1ccc2cc(CCNC(=O)C(C)(C)C)c(=O)[nH]c2c1	4%	·	·	·	-1.5%	·	2%	5.3%	·	·	?
COc1ccccc1NC(=O)CSc1ccc2nnc(-c3cccnc3)n2n1	-9%	·	·	·	1.4%	·	2%	0.3%	·	·	7%
Cc1cccc(-c2c3c(=O)n(C)c(=O)n(C)c3c3cccnn23)c1	-1%	1.1e-08M*	i	i	-1.9%	i	-3%	-3.9%	i	66%[activator]	-1%
CCn1cc(S(=O)(=O)CC(=O)Nc2ccc3c(c2)OCCO3)c2ccccc21	-1%	i	i	i	0.4%	i	-4%	0.8%	i	28%	5%
COc1ccc(OC)c(S(=O)(=O)N2CCC(C(=O)NCCC3=CCCCC3)CC2)c1	-9%	?	i	i	1.1%	i	-1%	-1.4%	i	39%[activator]	24%
CCCCn1c(=O)n(CC(=O)NCc2ccc(C)cc2)c(=O)c2c1nc(CO)n2CCC	-2%	?	i	i	-3.9%	i	-3%	-4.8%	i	9%	-5%
CC(C)(C)c1cc(NC(=O)COC(=O)c2ccc3c(=O)n4c(nc3c2)CCC4)n(-c2ccccc2)n1	-1%	i	i	i	0.7%	i	-1%	-1.5%	i	32%[activator]	8%

Other records.
SMILES	Caspase-1 inhib	Fluorescein fluor	Texas Red fluor	A350 autofl	BRCT PPI red	4-MU autofl	Casp7 inh	BRCT PPI green	Rhodamine fluor	USP2a inh	HEK293 cAMP cs
Cc1ccc2nc(CSc3nnc(-c4ccco4)n3-c3ccccc3)cc(=O)n2c1	0%	i	i	?	0.4%	?	-1%	-0.9%	i	5%	?
CCCn1cnc2c(c1=O)c1nc3ccccc3nc1n2Cc1ccccc1OC	-4%	i	?	1.8e-07M*	-0.5%	1.2e-07M*	-2%	0.0%	i	21%	14%
COc1ccc(-c2nc(CS(=O)(=O)CC(=O)NCCc3cc(OC)ccc3OC)c(C)o2)cc1	1%	i	?	i	0.2%	i	-2%	0.3%	i	24%	25µM*
Cc1ccc(/C=c2\s/c(=C(/C#N)C(=O)N3CCCC3)n(Cc3ccco3)c2=O)s1	-12%	6.4e-08M*	?	i	0.2%	i	-13%	2.6%	i	38%[activator]	-13%
COc1ccc2sc(NC(=O)c3ccco3)nc2c1	-1%	i	i	i	-1.6%	i	1%	-4.8%	i	7%	1%
CCC(C)(C)NC(=O)C(OC(=O)c1ccco1)c1ccccc1OC (stereo unspecified)	1%	?	i	i	-0.4%	i	-1%	-5.2%	i	11%	?
COC(=O)Cn1c(=O)cnc2ccccc21	-1%	i	i	6.3e-08M*	-0.9%	6.5e-08M*	0%	-0.3%	i	-1%	2%
NC(=O)c1ccsc1NC(=O)CSc1nc2ccccc2c(=O)n1CCCO	1%	?	?	i	0.1%	i	-3%	5.0%	i	45%[activator]	?
O=C1c2ccccc2C(=O)N1Cc1nc2ccccc2c(=O)n1CCN1CCOCC1	2%	i	?	i	0.2%	i	-2%	1.3%	i	5%	3%
O=C1CC(c2ccco2)CC(O)=C1C=Nc1cc(Cl)ccc1O (stereo unspecified)	·	?	i	i	·	i	·	·	i	·	·
CCN(CC)CCN1C(=O)C(=O)/C(=C(/O)c2ccc(OC(C)C)cc2)C1c1ccncc1 (stereo unspecified)	·	i	i	i	·	i	·	·	i	·	·
COc1ccc(OCc2ccc(C(=O)O)cc2)cc1	-2%	i	i	i	-1.3%	i	-8%	-2.6%	i	-4%	1%
Cn1c(=O)c2c(nc(CN3CCOCC3)n2CC(O)CO)n(C)c1=O (stereo unspecified)	0%	i	i	i	0.3%	i	2%	-2.1%	i	-6%	-2%
Cc1cc(C)nc(SCc2nnc(SCC(=O)N3CCCc4ccccc43)n2C)n1	3%	?	?	i	-0.7%	i	-4%	2.1%	i	-5%	0%
CN(C(=O)COC(=O)C1c2ccccc2Oc2ccccc21)C1CCS(=O)(=O)C1 (stereo unspecified)	-7%	i	?	?	-0.3%	?	-2%	-0.3%	i	2%	-1%
CC(C)CCn1c(SCC(=O)OCn2nnc3ccccc3c2=O)nc2ccccc2c1=O	-2%	?	i	i	-1.4%	i	-1%	-0.3%	i	26%	?
c1csc(CNc2ncnc3ccc(-c4ccoc4)cc23)c1	-3%	i	i	i	0.0%	i	-13%	1.8%	i	133%[activator]	25%

Only part of the results is shown; rates above refer to the full screens.
